Screening results (PubChem)
HSP90 inh: HSP90 refolding inhibition in rabbit reticulocyte lysate; luciferase refolding luminescence, 3 h; inhibition, % at 5.6 µM; 290,000 tested, 0.91% active; AID 1789;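 active = inhibition above the screen-wide mean plus 3 SD, computed separately per campaign, cut at about 16% in these data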;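 also: 0% = DMSO wells and 100% = 60 µM geldanamycin wells; inhibitors lower the luminescence because luciferase stays unfolded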
GSK3B inh: blocks human GSK3beta kinase activity; P49841; GST-GSK3beta kinase, ADP-Glo luminescence, 60 min; stronger effect = lower value; activity score (negative = inhibition), % at 10 µM; 300,000 tested, 0.038% active;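 active = more than half of replicate wells score below -50%, meaning over 50% inhibition versus plate controls; inconclusive = some replicates but at most half score below -50%; inactive = no replicate scores below -50%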;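 also: 0% = median DMSO wells and -100% = median GW8510 positive control wells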
Target sequence (P49841 whole entry, looked up): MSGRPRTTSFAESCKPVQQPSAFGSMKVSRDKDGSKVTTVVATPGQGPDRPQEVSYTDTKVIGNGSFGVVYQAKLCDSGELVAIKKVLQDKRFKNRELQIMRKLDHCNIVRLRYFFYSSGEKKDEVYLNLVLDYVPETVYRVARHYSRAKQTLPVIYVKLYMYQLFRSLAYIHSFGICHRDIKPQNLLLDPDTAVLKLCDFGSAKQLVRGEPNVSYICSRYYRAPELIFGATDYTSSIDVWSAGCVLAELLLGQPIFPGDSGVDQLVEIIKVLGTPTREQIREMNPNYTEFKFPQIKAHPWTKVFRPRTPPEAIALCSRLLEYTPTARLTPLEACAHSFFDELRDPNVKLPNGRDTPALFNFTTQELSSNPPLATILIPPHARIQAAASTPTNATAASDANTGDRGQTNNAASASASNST
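Test system – GST-tagged human GSK3beta kinase, cell-free · Incubation – 60 min enzyme reaction, room temperature · Signal – ADP-Glo luminescence · Also added – peptide substrate and ATP at 25 µM · Controls – DMSO neutral wells and GW8510 at 20 µM as positive · Buffer or medium – Tris/MgCl2 kinase buffer · Measure – Luminescence-derived activity versus plate DMSO and GW8510 wells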
HIF act: HIF pathway transcriptional activation. U2OS HRE-luciferase reporter, luminescence; normalized: DMSO 0%, desferrioxamine 100%. activation, % at 7.5 µM (by protocol). 300,000 tested, 0.32% active;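 active = mean activation of at least 10% of the iron chelator positive control signal, with at least half of replicates also reaching 10%; inconclusive = mean and replicate majority disagree about reaching 10%; inactive = mean and most replicates under 10%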
aSyn UTR inh: MLPCN primary screen, SNCA 5' untranslated region; alpha-synuclein 5'UTR reporter, inhibitor activity; inhibition, % (tested at 7.5 µM); 300,000 tested, 0.82% active; AID 1813; in the data active = inhibition above about 60%; inconclusive = no clear call, values can overlap the other calls;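 also: H4 neuroglioblastoma cells stably carrying SNCA 5'UTR luciferase fusion; 0% = DMSO wells and 100% = positive control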
GSK3A inh: human GSK-3 alpha kinase inhibition; P49840; ADP-Glo luminescence, 60 min; inhibition, % at 10 µM; 320,000 tested, 0.1% active; AID 2650;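 in the data active = inhibition above about 50%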;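 also: GST-tagged GSK-3 alpha with peptide substrate and 25 µM ATP; 0% = DMSO neutral wells and 100% = GW8510 positive control wells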
Target sequence (P49840 whole entry, looked up): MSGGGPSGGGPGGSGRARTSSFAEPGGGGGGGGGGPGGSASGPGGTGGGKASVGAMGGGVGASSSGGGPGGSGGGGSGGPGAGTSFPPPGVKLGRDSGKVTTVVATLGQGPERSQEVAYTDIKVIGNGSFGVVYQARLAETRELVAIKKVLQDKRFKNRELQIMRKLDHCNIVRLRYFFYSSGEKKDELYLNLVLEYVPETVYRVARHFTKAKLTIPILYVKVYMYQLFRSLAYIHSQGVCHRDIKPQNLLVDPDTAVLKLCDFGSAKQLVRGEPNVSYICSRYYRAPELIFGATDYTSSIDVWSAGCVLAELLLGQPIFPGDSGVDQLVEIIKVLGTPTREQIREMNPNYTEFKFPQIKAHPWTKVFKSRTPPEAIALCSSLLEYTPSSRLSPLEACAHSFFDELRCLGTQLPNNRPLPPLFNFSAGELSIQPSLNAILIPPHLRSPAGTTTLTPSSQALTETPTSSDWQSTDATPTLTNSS
KLF5 inh: inhibitors of KLF5 expression. DLD-1 KLF5 promoter-luciferase reporter, luminescence. inhibition, % at 5 µM. 290,000 tested, 0.23% active;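 active = inhibition above a per-plate limit of that plate's mean compound inhibition plus 3 SD, cut at about 60% in these data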;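 also: 0% = DMSO wells and 100% = LY294002 at 200 µM; higher means less KLF5 promoter-driven luciferase light; inactives centre near -14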
HSF-1 act: increases HSF-1 driven luciferase reporter signal. NIH3T3-HGL HSF-1 luciferase reporter, MG132, 8 h; 100% = twice DMSO control signal. activation, % at 9 µM. 300,000 tested, 1.7% active. AID 504408;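 active = mean replicate activation of at least 50% with a set share of replicates each reaching 50%; inconclusive = only one of those two conditions met; inactive = mean below 50% and too few replicates reaching it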;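 also: 0% = median of the neutral control wells and 100% = twice that signal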
IEC-6 cytotox: IEC-6 cytotoxicity, counter-screen for KLF5 inhibitors; luminescence viability; inhibition, % at 5 µM; 290,000 tested, 0.78% active; AID 1825; in the data active = inhibition above about 22%;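 also: 0% = plate median of test compound wells and 100% = cytotoxic reference compound wells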
AI-2 QS modul: Vibrio harveyi AI-2 quorum sensing modulation | Vibrio harveyi JMH597 AI-2 luminescence/OD600 ratio, 9 h; stronger effect = lower value; strain lacks LuxN and CqsS sensors; 0 = neutral-control median | activity change, % at 7.5 µM | 300,000 tested, 0.4% active | AID 2094; in the data active = activity change below about -75%, passing the limit was not always enough; inconclusive = no clear call, values can overlap the other calls;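 also: luminescence divided by OD600 gain over 9 h not by final OD600 alone; inactives centre near 13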
HSF1 inhib: HSF1 inhibition. NIH3T3-HGL HSE-luciferase, MG132-induced, luminescence 8 h; stronger effect = lower value. activity change, negative = inhibition, % at 7.5 µM (by protocol). 300,000 tested, 0.77% active;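 active = more than half of replicate wells show activity change below -50%, luminescence cut by over half; inconclusive = some wells, but at most half, below -50%; inactive = no replicate well below -50%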;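 also: luciferase reports HSF-1 transcriptional activity via heat shock element; 0% = median of DMSO wells and -100% = zero luminescence signal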
* marks the source's active call; other numbers are inactive results; ? = inconclusive; / = no result given.

#	SMILES	GSK3A inh	HIF act	HSF-1 act	KLF5 inh	aSyn UTR inh	AI-2 QS modul	HSF1 inhib	HSP90 inh	IEC-6 cytotox	GSK3B inh
1	Cc1cccc(N2CCN(C(=O)C3CCC(CNS(=O)(=O)c4cccs4)CC3)CC2)c1C (stereo unspecified)	-4	-0.1	6	0	24	/	-2	1	3	/
2	O=C(OCc1nc2ccsc2c(=O)[nH]1)c1ccc(Cl)nc1	-3	-0.2	-9	/	-8	29	2	/	/	2
3	CCOC(=O)C1CCCN(C(=O)COc2ccc(N(C)S(=O)(=O)c3ccc(C)cc3)cc2)C1 (stereo unspecified)	-1	0.1	-2	-33	14	-2	2	-2	-2	-1
4	CCCCc1cc(=O)oc2cc(C)cc(OCC(=O)N[C@@H](CSCc3ccccc3)C(=O)O)c12	-2	-0.4	4	-10	3	14	9	-1	-2	0
5	O=C(Nc1cccc(Cl)c1)Nc1csc([N+](=O)[O-])c1	-3	1.9	?	-10	-60	-91*	35	3	5	1
6	COc1ccc(OC)c(/C=C/C(=O)c2ccc(Cl)cc2)c1	0	-0.2	19	-19	40	/	19	-2	-2	/
7	Cc1ccc(CN2CCCN(Cc3c(C)cc(C)cc3C)S2(=O)=O)cc1	0	-0.9	0	-36	-5	18	-1	3	-9	2
8	Cc1ccc(Cn2ccc(NC(=O)c3cc(-c4ccc(Br)cc4)on3)n2)cc1	1	0.5	11	-15	-7	8	-2	4	-3	2
9	CC(=O)C1=C(O)C(=O)N(c2cccnc2)C1c1ccc([N+](=O)[O-])cc1 (stereo unspecified)	-4	-0.3	-1	-23	-14	8	-4	1	0	2
10	COc1cc(Cl)ccc1NC(=S)N(CCN(C)C)C(C)c1ccncc1 (stereo unspecified)	-1	0.0	0	-1	-5	6	3	-1	8	-4
11	CCOC(=O)c1nnc2cc(C)nn2c1C	0	-0.3	0	-39	16	17	0	1	-2	0
12	O=c1c2oc3nc4c(cc3c2ncn1CCCc1ccccc1)CCCC4	0	3.0	38	-20	-105	19	21	-1	1	-3
13	CCCCCCOc1ccc(/C(C)=N/NC2=NCCN2)cc1	5	0.5	6	-14	-46	25	8	1	0	-4
14	CCOC(=O)N1CCN(C(=O)/C(=C/c2ccc(OC)cc2)NC(=O)c2ccccc2)CC1	0	-0.4	18	-22	-11	10	-6	-3	-1	1
15	COc1ccc(CCNS(=O)(=O)c2cc3c4c(c2)CC(=O)N4CCC3)cc1	-2	0.2	7	-34	-6	32	1	-2	1	5
16	COc1ccc(N2CCN(S(=O)(=O)c3ccc4oc(=O)ccc4c3)CC2)cc1	-2	0.0	10	-29	-5	14	0	-3	4	1
17	COc1ccc(NC(=O)CN2CCC(C(=O)c3ccc(C)cc3)CC2)c(OC)c1	-4	0.5	14	-12	21	22	0	2	-6	-5
18	CN1CCN(C(=O)CCN2C(=O)/C(=C\c3ccc(Cl)cc3Cl)SC2=S)CC1	-2	-0.5	13	-21	-30	/	6	-4	-1	-1
19	COc1ccc(Cc2nc3ccccc3n2CC(=O)N/N=C/c2ccccc2)cc1OC	-1	-0.2	10	-12	-25	16	-11	-1	0	-10
20	CCC(C)Oc1cccc(OCCCCN2C(=O)NC(C)(C)C2=O)c1 (stereo unspecified)	-4	-0.3	24	-24	16	6	9	-1	-1	4
21	CC(Sc1nnnn1-c1ccccc1)C(=O)Nc1ccc(N2CCN(C)CC2)cc1 (stereo unspecified)	-1	-0.3	4	-16	-12	30	-7	0	0	-2
22	COc1ccc(NC(=O)Nc2cccc(C(F)(F)F)c2)cn1	0	0.2	16	-9	-5	-2	3	0	4	-4
23	COC(=O)c1cc2oc3ccccc3c2n1CC(=O)Nc1ccccc1OC	/	0.1	14	-40	1	21	8	4	-2	-8
24	Oc1ccc2oc3c(c2c1)CCCC3	-2	0.4	-4	-28	-39	16	-9	3	3	0
25	O=C(Nc1ccc2nc(-c3cccs3)c(-c3cccs3)nc2c1)N1CCOCC1	0	-0.4	13	-7	11	0	2	1	8	2
26	O=C(c1cc(C(=O)N2CCN(c3ccc(F)cc3)CC2)cc([N+](=O)[O-])c1)N1CCN(c2ccc(F)cc2)CC1	-5	0.5	7	-13	7	-2	3	4	-1	-1
27	CCC(NC(=O)C1CCC1)c1ccc(C)cc1 (stereo unspecified)	-1	-0.5	0	3	15	0	1	0	2	-2
28	COc1ccc(-n2nnnc2SCC(=O)Nc2ccccc2)cc1	-2	-0.6	22	-14	-1	28	4	-4	-2	1
29	Cc1cc(OC(F)F)ccc1NC(=O)Nc1ccc2c(c1)OCO2	-1	0.2	3	-41	-8	16	-4	-4	-4	4
30	O=C1C2CCCN2C(c2ccccc2)N1c1ccc(Cl)cc1 (stereo unspecified)	-1	0.1	1	-38	13	40	6	1	4	2

#	SMILES	GSK3A inh	HIF act	HSF-1 act	KLF5 inh	aSyn UTR inh	AI-2 QS modul	HSF1 inhib	HSP90 inh	IEC-6 cytotox	GSK3B inh
31	O=[N+]([O-])c1cccc(CSc2nnc(Cc3ccccc3)n2-c2ccc(F)cc2)c1	0	-0.5	12	-17	48	25	3	1	-1	-2
32	Cn1cnnc1SCC(=O)NC1CCCN(Cc2ccccc2F)C1 (stereo unspecified)	-1	0.6	-9	-2	-11	/	-3	-2	6	-1
33	COc1ccc(OC)c(/C=C/C(=O)Nc2cccc(S(=O)(=O)N3CCCC3)c2)c1	1	-1.0	-8	-20	-11	6	-2	0	9	0
34	CCN(CC)CCN1C(=O)C(O)=C(C(=O)c2cccs2)C1c1ccc(C)o1 (stereo unspecified)	2	0.8	-6	-27	-51	9	3	4	-9	-2
35	CCN(CC)CCSc1nc(O)c(-c2ccccc2)c(=O)[nH]1	-1	-0.3	-20	7	-17	7	-3	6	8	0
36	COc1ccc2c(C(=O)CN3CCN(c4ccccc4)CC3)c[nH]c2c1	2	0.4	-4	-37	-14	23	-6	2	3	-2
37	CN1CCN(NC(=O)c2cccc(C(F)(F)F)c2)CC1	-2	/	/	-2	-7	17	/	3	11	-3
38	O=C1CC(c2ccccc2)CN1S(=O)(=O)c1ccccc1 (stereo unspecified)	/	-0.5	1	-28	0	16	-8	0	5	1
39	Cc1nc2ccccc2c(=O)n1NCc1cccs1	-2	-0.2	/	3	-37	9	/	3	18	-1
40	Cc1c(NC(=O)CN2C(=O)NC3(CCC(C)CC3)C2=O)c(=O)n(-c2ccccc2)n1C (stereo unspecified)	1	-0.4	-5	2	2	21	-6	-1	2	1
41	CC(=Nc1ccc(C)cc1)c1sc2ccccc2c1O	1	0.4	31	-88	-54	2	20	-1	-4	-4
42	Cn1c(=O)oc2cc(S(=O)(=O)Nc3ccccc3O)ccc21	-2	-0.4	11	-30	19	17	2	-1	-1	-5
43	NC(=O)c1cc(S(=O)(=O)NCCc2ccc(Cl)cc2)cs1	0	0.0	4	-28	11	20	4	-4	-2	-1
44	O=C(COc1ccccc1)c1cn(CC(=O)N2CCCC2)c2ccccc12	0	-0.2	31	15	6	-23	6	1	-3	0
45	CS(=O)(=O)N1CCN(c2nc(-c3ccc(F)cc3)cs2)CC1	/	1.2	0	-8	-6	3	8	2	8	-3
46	Cc1cccc(CSCc2nnc(N)s2)c1	-1	0.7	17	6	-19	15	3	5	-1	0
47	COc1ccc(N=Cc2c[nH][nH]c2=O)cc1	3	1.6	11	0	-50	6	-4	1	-1	-2
48	Cc1ccc(CN2CCN(/N=C/c3ccc(C(=O)O)cc3)CC2)cc1	-3	-0.7	3	-18	5	32	0	0	2	1
49	Cc1ccccc1OCC(=O)N/N=C/c1ccccn1	2	0.0	15	-14	-1	18	-1	0	0	2
50	CC(OC(=O)c1ccccc1Br)C(=O)Nc1nc(-c2cccc([N+](=O)[O-])c2)cs1 (stereo unspecified)	-1	1.1	-3	-20	-46	44	-12	-3	-1	1
51	CCCOc1ccc(C(=O)NNC(=S)NC(=O)c2ccccc2[N+](=O)[O-])cc1	-3	0.5	16	-5	2	-14	-2	4	8	2
52	CN(c1ccccc1C(=O)Nc1ccc(CC#N)cc1)S(=O)(=O)c1ccccc1	-2	-0.5	0	-15	-6	4	1	0	-4	0
53	O=c1c2ccccc2nnn1COc1cccc2ccccc12	-4	3.8	22	-75	-147	6	44	3	4	0
54	CN(C)/C=N/C(=S)Nc1ccccc1	-3	0.0	29	-3	-17	8	-4	3	0	-1
55	COc1cccc(C(=O)CN(C(=O)c2ccc(Cl)c(Cl)c2)N2C(=O)C3CCCCC3C2=O)c1 (stereo unspecified)	-4	-0.6	1	-5	14	19	0	-2	4	4
56	O=C(O)c1ccc(-c2noc(-c3ccc(F)cc3)n2)cc1	-1	4.8	33	/	-93	34	15	/	/	1
57	COc1ccc(CN2CCNC(=O)C2CC(=O)NCCC2=CCCCC2)c(F)c1 (stereo unspecified)	0	-0.1	-6	-10	7	7	-2	1	-2	1
58	Cc1cccc(N2CCN(C(=O)/C=C/c3cccs3)CC2)c1C	-1	2.0	33	-19	-42	5	6	4	2	0
59	COc1ccc(S(=O)(=O)N2CCCC2)cc1C(C)C	-3	-0.2	-55	-3	14	3	-42	1	5	2
60	COc1ccc(/C=N/NC(=O)Nc2cccc3nsnc23)cc1	-4	1.4	-21	-11	28	10	-10	4	2	3

#	SMILES	GSK3A inh	HIF act	HSF-1 act	KLF5 inh	aSyn UTR inh	AI-2 QS modul	HSF1 inhib	HSP90 inh	IEC-6 cytotox	GSK3B inh
61	Cc1ccc(SCCC(=O)OCn2nnc3ccccc3c2=O)cc1	-2	-0.7	10	-23	21	39	5	-4	-3	-2
62	COC(=O)CSc1nnc(-c2ccccn2)n1Cc1ccco1	-2	0.0	5	6	5	0	-4	5	4	0
63	CCOc1ccc2nc(NC(=O)CN3C(=O)NC4(CCCC4)C3=O)sc2c1	4	1.6	9	/	-61	10	13	/	/	-5
64	CCOC(=O)c1ccc(COC(=O)c2ccc(-c3nnc(-c4ccccc4)o3)cc2)o1	-4	3.4	25	-92	-91	8	14	10	-4	-3
65	COc1ccc(-c2c(C(C)=O)c(C)nc3sc4c(=O)[nH]nnc4c23)cc1	34	0.5	-9	-3	25	19	-2	2	0	-22
66	CCn1c(SCC(=O)Nc2ccc(OC)c(OC)c2)nc2c(c1=O)SCC2	-1	-0.2	-2	2	-2	25	3	-2	7	-16
67	CCCn1ncc(CN2CCC(C(=O)Nc3cccc(-c4cccc(F)c4)c3)CC2)c1C	12	0.0	15	-1	-11	12	-5	10	14	1
68	Cc1cccc(N2CCN(C(=O)CCCn3c(=S)[nH]c4cc5c(cc4c3=O)OCO5)CC2)c1C	/	0.0	9	-16	29	36	3	-1	-1	0
69	CC1=CN2C(=NC(=O)CC2(C)C(=O)N(CC(=O)NC2CCCC2)c2ccccc2C)C=C1 (stereo unspecified)	-3	-0.9	5	-26	-13	1	-14	0	3	-2
70	CSc1ccccc1NC(=O)Nc1cccc(Cl)c1Cl	-3	0.0	33	-2	-23	17	22	7	2	-1
